Screening data: PubChem, National Center for Advancing Translational Sciences (NCATS)
KDM5B inh: blocks human KDM5B histone demethylase activity; Q9UGL1; KDM5B demethylase, FDH-coupled NADH fluorescence (FDH is formaldehyde dehydrogenase); Potency, µM (top dose mostly 57.7 µM), for inactives: at the highest dose activity change, negative = inhibition, actives largely listed as inhibitors; 220,000 tested, 2.6% active; AID 1347165; active means well fitted inhibition curve with a large enough effect; inconclusive means small, poorly fitted or top-dose-only effect; inactive means no such curve, though single readings can be large or run the other way; further: 0% is about no effect; nearly all actives have a fitted effect of over 70% in size
Target sequence (Q9UGL1 whole entry, looked up): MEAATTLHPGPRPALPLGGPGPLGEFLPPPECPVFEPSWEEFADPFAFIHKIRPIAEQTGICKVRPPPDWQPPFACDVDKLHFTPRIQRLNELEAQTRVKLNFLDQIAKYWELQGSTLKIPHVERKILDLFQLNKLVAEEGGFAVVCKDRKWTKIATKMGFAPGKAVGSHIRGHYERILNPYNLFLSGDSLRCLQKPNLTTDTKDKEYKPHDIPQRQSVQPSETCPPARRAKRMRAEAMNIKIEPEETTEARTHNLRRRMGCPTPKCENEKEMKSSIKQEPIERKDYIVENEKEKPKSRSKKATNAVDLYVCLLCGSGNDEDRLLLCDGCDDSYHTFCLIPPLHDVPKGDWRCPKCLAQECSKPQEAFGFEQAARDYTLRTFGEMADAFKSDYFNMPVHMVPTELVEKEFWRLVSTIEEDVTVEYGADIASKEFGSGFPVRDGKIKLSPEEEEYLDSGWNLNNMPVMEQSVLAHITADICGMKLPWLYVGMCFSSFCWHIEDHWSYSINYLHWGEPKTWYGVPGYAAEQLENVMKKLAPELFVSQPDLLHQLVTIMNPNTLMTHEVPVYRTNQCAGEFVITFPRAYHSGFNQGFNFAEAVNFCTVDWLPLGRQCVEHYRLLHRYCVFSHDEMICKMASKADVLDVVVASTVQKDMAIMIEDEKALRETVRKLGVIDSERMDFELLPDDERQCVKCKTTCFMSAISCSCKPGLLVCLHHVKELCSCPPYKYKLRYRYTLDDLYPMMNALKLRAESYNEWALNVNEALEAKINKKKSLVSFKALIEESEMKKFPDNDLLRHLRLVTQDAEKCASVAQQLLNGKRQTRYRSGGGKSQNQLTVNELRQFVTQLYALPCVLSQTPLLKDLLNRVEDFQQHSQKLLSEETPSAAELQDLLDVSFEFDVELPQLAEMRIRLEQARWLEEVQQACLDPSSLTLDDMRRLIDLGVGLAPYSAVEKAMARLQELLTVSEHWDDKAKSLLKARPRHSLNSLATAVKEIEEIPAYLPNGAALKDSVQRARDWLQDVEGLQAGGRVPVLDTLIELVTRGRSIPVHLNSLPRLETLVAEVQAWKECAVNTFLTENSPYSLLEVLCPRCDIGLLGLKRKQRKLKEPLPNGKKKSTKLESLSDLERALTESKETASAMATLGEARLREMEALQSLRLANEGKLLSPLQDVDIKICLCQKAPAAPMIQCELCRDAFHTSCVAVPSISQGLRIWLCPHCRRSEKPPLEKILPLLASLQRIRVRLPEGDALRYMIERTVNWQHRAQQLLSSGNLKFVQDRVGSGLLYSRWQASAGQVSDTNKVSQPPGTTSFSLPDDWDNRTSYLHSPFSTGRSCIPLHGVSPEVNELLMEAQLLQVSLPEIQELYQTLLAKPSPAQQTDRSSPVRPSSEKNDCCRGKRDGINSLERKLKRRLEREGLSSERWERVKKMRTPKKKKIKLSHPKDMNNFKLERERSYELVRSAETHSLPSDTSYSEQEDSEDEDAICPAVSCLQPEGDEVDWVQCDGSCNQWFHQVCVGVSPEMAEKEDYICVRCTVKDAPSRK
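KDM5BΔAP (200 nM final) in 50 mM HEPES pH 7.5, 0.01% Tween-20 was preincubated 10 min at RT with compound over a concentration range. Substrate mix (H3K4me3 12.5 µM, α-KG 25 µM, Fe²⁺, ascorbate, NAD⁺, FDH) was added, and NADH fluorescence change over 30 min gave dose-response curves.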
* hit, by the source's call; i = inactive; ? = inconclusive; & = joins results of further samples; [ ] = dose if it differs, or a comment. Potency means the concentration at half of the fitted maximal effect. Only part of the results is shown, so the mix of outcomes need not match the whole.

SMILES	KDM5B inh
Cc1ccc(S(=O)(=O)N2CCC(C(=O)Nc3cc(C)ccc3C)CC2)cc1	5%
O=C(C[C@@H]1CCNC[C@@H]1Cc1cc(-c2ccccc2)on1)NCc1cccnc1	-12%[86.2 µM]
COc1ccc(S(=O)(=O)NC(C)c2ccccc2)cc1-c1noc(C(C)(C)C)n1 (stereo unspecified)	5%
CCc1nn2c(=O)cc(CN(C)C3CCCCCC3)nc2s1	-6%
CCOCCSc1nnc(-c2nn(Cc3ccccc3)c(=O)c3ccccc23)o1	6%
CCC(CC)NC(=O)CCc1c(C)c2ccc(OC)cc2oc1=O	i
O=C(N/N=C/c1ccc(F)cc1)c1cc[n+]([O-])cc1	7%
N#Cc1ccccc1NC(=O)CN1CCN(Cc2ccccc2)CC1	39%[activator]
Cc1cccc(NC(=O)CN2CCN(C(=O)CC(C)NC(=O)c3ccccc3)CC2)c1C (stereo unspecified)	1%
CCOC(=O)NC(CNC(=O)C(C)OCc1ccccc1)CC(C)C (stereo unspecified)	17%
COc1ccccc1-c1nnc(C2CCN(C(=O)c3cccc(Cl)c3)CC2)o1	-2%
COc1ccc(-c2cc3c(SCC(=O)N4CCN(c5ccc(F)cc5)CC4)nccn3n2)cc1	-3%
O=C(COc1ccc([N+](=O)[O-])cc1Cl)N1CCOCC1	1%
COc1ccccc1C1CCN(Cc2cn(-c3ccccc3)nn2)CC1	21%
COc1ccccc1-c1cc(-c2ccccc2OC)c2onc(C)c2n1	?
CC1=C(C(=O)NCc2ccc(Cl)cc2)C2(CCC(C)CC2)OC1=O (stereo unspecified)	-28%&-29%
CN(C)S(=O)(=O)N(CC(=O)Nc1cc(C(F)(F)F)ccc1Cl)c1ccccc1	6%
COc1ccc(S(=O)(=O)N(CC(=O)NN=C2CCN(C)CC2)c2cc(Cl)ccc2OC)cc1OC	26%
N#Cc1ccc(C(=O)N2CCC(Cc3nc(-c4cccnc4)n[nH]3)C2)cc1 (stereo unspecified)	14%
CC1(C)[C@H]2CC[C@@H](CNC(=O)c3ccc(F)cc3)[C@@H]1C2	-8%[86.2 µM]
CCc1ccc(C2=CC(c3ccccc3C)n3nnnc3N2)cc1 (stereo unspecified)	4%
O=Cc1cccc(N2CCN(C(=O)c3ccncc3)CC2=O)c1	0%[149 µM]
Cc1nc(C2CC(O)C2)cc(N2CCC(n3c(=O)[nH]c4ccccc43)CC2)n1 (stereo unspecified)	21%
Cc1ccc(-n2ncc3c(N(CCO)Cc4ccccc4)ncnc32)cc1	?
Cc1ccc(NC(=O)C2CCCN(c3nnc(C)c4c(C)n(-c5ccccc5)nc34)C2)cc1Cl (stereo unspecified)	?
CCOc1ccc(CC(=O)Nc2c(C(=O)c3ccccc3)oc3ccc(Cl)cc23)cc1OCC	-7%
CCn1ncnc1CN1CCC2(CC1)CC(C(=O)O)N(C(C)=O)C2 (stereo unspecified)	8%
CCC[C@H]1CN(C(=O)c2cc(C(F)(F)F)ccc2Cl)C[C@@H]1N	-15%
Cn1c(=O)c2sc(N3CCCC3)nc2n(CC(=O)NC(C)(C)C)c1=O	8%
COCCCNc1nc(-c2ccccc2O)nc2ccccc12	6%
CCOC(=O)c1cc(-c2ccccc2)n(CCCC(=O)Nc2cccc(C)c2)c1C	-47%
O=c1c2ccccc2nc(SCc2nnc(-c3ccccc3)o2)n1CCCO	3%
Cc1cc(CNC(=O)C2CCCN(C3CCN(CCc4ccccc4)CC3)C2)on1 (stereo unspecified)	-12%
C[C@@]1(O)CCN(C(=O)CCc2ccc(F)cc2)C[C@@H]1O	14%
Cc1noc([C@@H](C)NC(=O)c2cc(C)n(C)n2)c1C(=O)O	?
COc1ccc(C(=O)N2CCC(n3cc(-c4nc(C5CC5)no4)nn3)C2)cc1F (stereo unspecified)	-4%
Cc1ccc(NC(=O)C2CCN(c3ncnc4c3sc3ncccc34)CC2)cc1F	-5%
CCCc1nc2nc(C)c(NS(=O)(=O)c3ccc(F)cc3)c(=O)n2[nH]1	-11%
O=C(COc1ccc(S(=O)(=O)N2CCOCC2)cc1)N1CCN(c2ccccc2)CC1	35%
CN(Cc1cc2ccccc2[nH]c1=O)S(=O)(=O)c1ccccc1	26%
OC(c1ccc(Cl)cc1)C(CN1CCOCC1)c1ccccc1 (stereo unspecified)	?
O=[N+]([O-])c1ccccc1/C=N/OCc1c(F)cccc1Cl	8%
CCOC(=O)c1cc2c(=O)n3ccccc3nc2n(CC(C)C)c1=NC(=O)C(C)Oc1ccccc1 (stereo unspecified)	?
CCn1cc(C(=O)N2CCN(c3ccc(C)cc3)C(C)C2)c(=O)c2cc(S(=O)(=O)N3CCCC3)ccc21 (stereo unspecified)	3%
CCCNC(=O)N[C@H]1C[C@@](O)(C(=O)N[C@H](C)C(N)=O)C[C@@H](O)[C@@H]1O	-23%[86.2 µM]
CN(Cc1cnc2ccccc2n1)C(=O)Cc1c[nH]c(=O)n(C)c1=O	-5%
Cn1c(=O)c2c(ncn2CC(=O)Nc2ccc(F)c([N+](=O)[O-])c2)n(C)c1=O	14%
CCN(CC)C(=S)Oc1c(Cl)cccc1Cl	7%

Brought forward from above: 4 compounds, then new ones.
SMILES	KDM5B inh
CCCNC(=O)N[C@H]1C[C@@](O)(C(=O)N[C@H](C)C(N)=O)C[C@@H](O)[C@@H]1O	-23%[86.2 µM]
CN(Cc1cnc2ccccc2n1)C(=O)Cc1c[nH]c(=O)n(C)c1=O	-5%
Cn1c(=O)c2c(ncn2CC(=O)Nc2ccc(F)c([N+](=O)[O-])c2)n(C)c1=O	14%
CCN(CC)C(=S)Oc1c(Cl)cccc1Cl	7%
CN(C)S(=O)(=O)c1ccc(Cl)c(NC(=O)COC(=O)c2ccc3c(c2)NC(=O)CS3)c1	3%
CCOc1ccc(C(C)NC(=O)Cn2c(=O)c3c(ncn3C)n(C)c2=O)cc1 (stereo unspecified)	0%
Cc1nc2ccc(S(=O)(=O)N(C)CC(=O)Nc3cccc(C(F)(F)F)c3)cc2s1	-5%
Cc1ccc(-c2cn3nc(N4CCCC(C(=O)Nc5ccc(F)cc5)C4)sc3n2)cc1 (stereo unspecified)	-12%
COC(=O)c1ccc(C2/C(=C(\O)c3cccc(OC)c3)C(=O)C(=O)N2c2ccccn2)cc1 (stereo unspecified)	-24%
Cc1cc(C)cc(-c2ccc(CN3C4CCC3CN(C(=O)Nc3ccccc3F)C4)cc2)c1	-18%[115 µM]
c1csc(CNCCCN2CCCCC2)c1	5%
O=C(CCc1ncc(-c2ccc(F)cc2F)o1)Nc1ccc(N2CCOCC2)cc1N1CCOCC1	9%
Cc1ccc(-c2nnc(Nc3ccc(CC(N)=O)cc3)c3ccccc23)cc1S(=O)(=O)NCC1CCCO1 (stereo unspecified)	-18%
Cc1ccc(C(=O)N2[C@@H]3CC[C@H]2CC(NC(=O)c2ccncc2)C3)cn1 (stereo partly specified)	10%
CC(C)n1nc(C(=O)Nc2ccc(S(=O)(=O)C(F)F)cc2)c2ccccc2c1=O	-8%
Cc1oc(-c2ccccc2F)nc1CS(=O)(=O)CC(=O)N1CCN(c2ccccc2)CC1	12%
CCOc1ccccc1NC(=O)Cn1nnc2sc3c(c2c1=O)CCC(C(C)(C)C)C3 (stereo unspecified)	-19%
Cc1ccc(C(=O)Nc2ccc3ncnc(N4CCCC4)c3c2)s1	8%
COc1ccccc1NC(=O)C(Cc1ccccc1)NS(=O)(=O)c1cccc2nsnc12 (stereo unspecified)	-10%
CCOc1ccc(-n2ccn3c(SC(CC)C(=O)Nc4ccc(OC)cc4)nnc3c2=O)cc1 (stereo unspecified)	16%
COCCNc1ncnc2c1nc1n2CCCC1	13%
CC(C)(C)CN1CC2(C1)C(=O)N(CCCN1CCCC1=O)C(=O)[C@@H]1C[C@@H](O)CN12	5%[86.2 µM]
COc1ccc(C(=O)N2C[C@@H]3C[C@H](C2)c2c(NC(=O)Nc4ccccc4OC)ccc(=O)n2C3)cc1	139%[activator]
CCN(c1ccc(Cl)cc1)S(=O)(=O)c1nnc(NC(=O)C2CCCCC2)s1	-4%
Clc1cccc(-c2noc(-c3nc(-c4ccncc4)no3)n2)c1	21%
COc1cccc(/C=C/C(=O)c2ccccc2C)c1OC	11%
CCOc1ccc(NC(=O)CN2C(=O)CCSc3ccc(S(=O)(=O)N4CCCC4)cc32)cc1	1%
O=C(O)C(=O)/C=C/c1cccs1	2%
CC1CCn2c(nc3cc(C(=O)NCc4ccccc4)ccc32)C1 (stereo unspecified)	-10%
CCNC(=O)N1CCCCCC1CN1CCOCC1 (stereo unspecified)	1%
Cc1[nH]c(-c2ccccc2)nc1C(=O)N1CCCC[C@H](N(C)C)C1	5%
C/C(=N/NC(=O)CN1CCN(Cc2ccccc2Cl)CC1)c1ccco1	19%
O=C1/C(=C/c2ccccc2F)Cc2ccccc21	9%
CCOC(=O)c1cc(S(=O)(=O)N2CCN(c3ccccc3OC)CC2)[nH]n1	-21%
COc1ccc(C2(CNC(=O)c3ccc(Cl)c(Cl)c3)CCOCC2)cc1	23%
CCOC(=O)c1c(N)n(-c2ccc(C)c(C)c2)c2nc3ccccc3nc12	-137%
COC(=O)c1ccc(C(=O)O)cc1	13%
N#C/C(=C\c1ccc(OCc2ccc(Cl)cc2Cl)cc1)c1nc2ccccc2[nH]1	200%[activator]
COc1ccc(-n2c(C)c(C(=O)O)c3cc(OC)ccc32)cc1	?
COc1ccc(CN2Cc3[nH]nc(-c4cncnc4)c3CC2=O)cc1	4%[86.2 µM]

No new results follow: entries from further up.
SMILES	KDM5B inh
CC1CCn2c(nc3cc(C(=O)NCc4ccccc4)ccc32)C1 (stereo unspecified)	-10%
CCNC(=O)N1CCCCCC1CN1CCOCC1 (stereo unspecified)	1%
Cc1[nH]c(-c2ccccc2)nc1C(=O)N1CCCC[C@H](N(C)C)C1	5%
C/C(=N/NC(=O)CN1CCN(Cc2ccccc2Cl)CC1)c1ccco1	19%

More records:
SMILES	KDM5B inh
COc1ccc(NC(=O)NNC(=O)c2ccc3ccccc3c2)cc1OC	-3%
O=C(Cc1c[nH]c2ccccc12)NCc1cn2ccccc2n1	3%
CCN(c1ccc(Cl)cc1)S(=O)(=O)c1nnc(NC(=O)c2ccco2)s1	?
CC(C(=O)N(C)C)S(=O)(=O)Cc1cccc(Br)c1 (stereo unspecified)	18%
CCN1c2cc(C(=O)Nc3ccc(Cl)cc3)ccc2C(=O)N2CCCC21 (stereo unspecified)	?
O=C(Nc1cccc(F)c1)c1cc(-c2ccco2)nc2ccccc12	?
CNC(=S)N/N=C/c1ccc(Cl)cc1	18%
Cc1ccc(NS(=O)(=O)c2cc([N+](=O)[O-])ccc2N/N=C/c2ccc(-c3ccccc3)cc2)c(C)c1	8%
CCc1ccc(-c2nn(CC(=O)NC3CCCC3)c3c2cnc2ccc(C)cc23)cc1	-15%
Cc1ccccc1NC(=O)C1CCN(C(=O)N2CCOc3ccccc32)CC1	8%
O=C(NC1CC1)c1ccc(Cn2cnc3ccccc3c2=O)cc1	2%
CCc1c(C)sc(NC(=O)c2cc(-c3ccncc3)nc3c(C)c(C)ccc23)c1C#N	14%
COCC[C@]1(O)CCN(C(=O)Nc2cccc(SC)c2)C[C@H]1C	-5%
Cc1cccc(/C=N/NC(=O)c2ccc(NC(=O)c3ccccc3Cl)cc2)n1	12%
CCCCn1cnc2c1c(O)nc(=O)n2Cc1ccccc1	3%
CCCCn1c(=O)n(CC(=O)Nc2cccc(F)c2)c(=O)c2c1ncn2Cc1ccco1	-5%
Cc1cccc(NC(=O)COc2ncnc3ccc(Br)cc23)c1C	-5%
COc1ccc(-c2cc3c(=O)n(CC(=O)NCc4cccc(Br)c4)ncn3n2)cc1	9%
Cc1cccc(C)c1NC(=O)C(NS(=O)(=O)c1ccc2c(c1)CCC(=O)N2)c1ccccc1 (stereo unspecified)	-18%
COCCn1cnnc1SCc1ccccc1Cl	8%
CCCCc1nn(CC(=O)NCC2Cc3ccccc3CN2C)c(=O)n1CC (stereo unspecified)	?
O=C(C1CCC1)N1CCCC(CN2CCOCC2)CC1 (stereo unspecified)	-22%
COc1ccc(-c2cc(N3CCC(NC(=O)c4ccc(N(C)C)cc4)CC3)n[nH]2)cc1	-15%
CCN(CC)Cc1cnc2c(C(=O)NC(C)C(=O)N(C)C)cnn2c1 (stereo unspecified)	?
CC1CCCC/C1=N\NC(=O)CCC(=O)Nc1ccc(I)cc1 (stereo unspecified)	28%
Cc1oc(C(O)c2ccccc2)nc1C(=O)Nc1ccc2[nH]ccc2c1 (stereo unspecified)	-4%[86.2 µM]
Cc1cc(-c2nnc3n2N=C(c2ccc(F)cc2)CS3)n[nH]1	24%
Cc1cc(C)cc(Nc2ccc3nonc3c2[N+](=O)[O-])c1	17%
Cc1ccc(C)c(NC(=O)CSc2nccn2Cc2ccccc2Cl)c1	11%
CC(NC(=O)CC(C)(C(=O)O)c1ccccc1)c1ccc(F)c(F)c1 (stereo unspecified)	27%
O=C(CCc1ccccc1)N1CCCC(Nc2ccc(F)cc2)C1 (stereo unspecified)	-4%
CCN(CC(=O)NCc1cccs1)C(=O)c1ccc(S(=O)(=O)N(CC)c2ccccc2)cc1	-1%
COc1ccc(CCNC(=O)c2cccc(C(=O)NCCc3ccc(OC)cc3)n2)cc1	-28%

Reformatted bar-delimited: 3 of the compounds above.
Molecule | KDM5B inh
O=C(CCc1ccccc1)N1CCCC(Nc2ccc(F)cc2)C1 (stereo unspecified) | -4%
Cc1oc(C(O)c2ccccc2)nc1C(=O)Nc1ccc2[nH]ccc2c1 (stereo unspecified) | -4%[86.2 µM]
CC(NC(=O)CC(C)(C(=O)O)c1ccccc1)c1ccc(F)c(F)c1 (stereo unspecified) | 27%
